High-throughput results deposited in PubChem by National Center for Advancing Translational Sciences (NCATS).
HttQ103 aggreg: inhibitors of mutant huntingtin aggregate formation in PC12 cells | PC12 HttQ103-GFP aggregates, Acumen cytometry, 40 h | Potency, µM (top dose mostly 46.1 µM), for inactives: at the highest dose activity change, negative = inhibition, hits mostly inhibitors | actives 1.1% (n = 220,000); note: potency is the fitted concentration of half-maximal effect; % is set by controls: 0 for no effect and ±100 for the full control effect; nearly all actives have a fitted effect of over 60% in size
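PC12 cells stably carrying ecdysone-inducible HTT exon 1 Q103–GFP were induced with tebufenozide (100 nM final) and treated with library compounds in titration. GFP aggregates in lysates were counted by laser scanning cytometry.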
GAA inh: inhibitors of human lysosomal alpha-glucosidase; P10253; purified human GAA, 4-MU-alpha-glucoside fluorescence; Potency, µM (titrated, usually from 76.9 µM), inactives show at the top dose activity change, negative = inhibition, most hits filed as inhibitors; actives 0.005% (n = 200,000); AID 1466;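 note: potency is the fitted concentration of half-maximal effect; plate controls were uninhibited enzyme wells for no effect and no-enzyme background for full effect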
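AC50 values come from Hill fits of compound titrations (up to 77 uM) against 4 nM human enzyme. Substrate 4-methylumbelliferyl-alpha-D-pyranoside at 400 uM, pH 5.0 citrate buffer, 20 min room temperature; fluorescence Ex 365/Em 440 after alkaline stop.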
GAA glycogen: GAA glycogen-cleavage inhibition or activation; P10253; recombinant GAA, glycogen substrate, Amplex Red glucose oxidase fluorescence; Potency, µM (doses to about 76.4 µM), for the others: at the highest dose activity change, negative = inhibition, usual class: inhibitors; actives 0.38% (n = 300,000); AID 2100;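 note: potency is the fitted concentration of half-maximal effect; 0% = full enzyme reaction and -100% = no-enzyme basal signal; the screen sought inhibitors and activators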
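Recombinant enzyme (4 nM final) with compounds titrated up to 77 uM and bovine liver glycogen (30 ug) in citrate pH 5.0, 0.01% Tween-20, 37 C 40 min. Released glucose detected by Amplex Red/glucose oxidase (Ex 573/Em 610); AC50 from Hill fits.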
HTT cytoprotect: Huntington cell model cytoprotection by ATP luminescence; PC12 HTT-Q103 induced, cytoprotection, ATP luminescence, 40 h; Potency, µM (highest dose often 56.4 µM), inactives show cytoprotection (ATP increase), hits mostly activators; actives 0.14% (n = 230,000); AID 1471;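 note: potency is the fitted concentration of half-maximal effect; % of control where 0% means no effect; nearly all actives have a fitted effect of over 45% in size; toxic huntingtin expression switched on by the ecdysone agonist tebufenozide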
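Compounds were screened for protection of PC12 cells against cell death after tebufenozide induction (100 nM final) of mutant Huntingtin exon 1 (Q103) fused to GFP.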
GAA spleen mod: lysosomal alpha-glucosidase (human) modulation. human spleen homogenate, 4-MU-alpha-glucoside fluorescence. Potency, µM (top dose mostly 79.9 µM), for inactives: at the top dose activity change, negative = inhibition, hits mostly inhibitors. P10253. actives 0.006% (n = 240,000);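 note: potency is the fitted concentration of half-maximal effect; 0% = enzyme with vehicle and -100% = no enzyme basal signal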
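Human spleen homogenate (1 ug) incubated with compounds and 1 mM 4-methylumbelliferyl-alpha-D-glucopyranoside in pH 5.0 citrate/phosphate buffer, 37 C, 40 min. Stopped at pH 10; 4-MU fluorescence (Ex 365/Em 440 nm); AC50 by Hill fit.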
CBFb-RUNX1 inh: blocks binding between human CBF-beta and RUNX1; Q01196+Q13951; AlphaScreen CBFb-His/RUNX1-biotin binding, biochemical; Potency, µM (doses to about 59.8 µM), inactives show top-dose activity, negative = inhibition, actives largely listed as inhibitors; 230,000 tested, under 10 active; AID 1477; note: % of control where 0% means no effect
Target sequence (Q01196 whole entry, looked up): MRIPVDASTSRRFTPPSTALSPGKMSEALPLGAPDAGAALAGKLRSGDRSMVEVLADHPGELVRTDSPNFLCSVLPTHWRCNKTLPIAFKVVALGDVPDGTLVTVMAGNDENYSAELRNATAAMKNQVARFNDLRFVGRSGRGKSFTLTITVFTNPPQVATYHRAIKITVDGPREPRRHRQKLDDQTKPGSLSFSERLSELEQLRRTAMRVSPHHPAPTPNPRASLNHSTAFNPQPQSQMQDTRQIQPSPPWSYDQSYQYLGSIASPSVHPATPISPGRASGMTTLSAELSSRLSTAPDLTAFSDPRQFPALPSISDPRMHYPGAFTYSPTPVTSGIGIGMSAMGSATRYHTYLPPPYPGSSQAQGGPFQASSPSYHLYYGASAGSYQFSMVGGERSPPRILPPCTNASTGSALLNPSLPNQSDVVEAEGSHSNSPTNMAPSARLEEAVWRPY
Target sequence (Q13951 whole entry, looked up): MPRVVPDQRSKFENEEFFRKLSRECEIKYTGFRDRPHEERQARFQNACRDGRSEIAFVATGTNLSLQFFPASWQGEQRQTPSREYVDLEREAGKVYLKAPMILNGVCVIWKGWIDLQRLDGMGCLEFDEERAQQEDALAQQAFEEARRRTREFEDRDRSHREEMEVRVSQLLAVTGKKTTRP
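Inhibition was taken as any reduction in AlphaScreen signal from the CBF-beta–RUNX1 pair (His and biotin tags, 30 nM each), measured after compound (15 min) and bead (90 min) incubations at room temperature.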
LMNA splice mod: LMNA splicing modulation | HeLa LMNA splicing GFP/RFP minigene ratio, 48 h | Potency, µM (top dose mostly 46.1 µM), inactives show at the highest dose ratio change, negative = inhibition, usual class: inhibitors | actives 0.01% (n = 200,000) | AID 1487; active = well fitted inhibition curve with a large enough effect in the signal ratio, with a control signal flat, not every such curve was filed as active; inconclusive = small, poorly fitted or top-dose-only effect, or effect the other way, or a change in a side signal; the % refers to the signal ratio; note: potency is the fitted concentration of half-maximal effect; % is set by controls: 0 for no effect and ±100 for the full control effect
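S3 HeLa cells stably expressing lamin A-EGFP splicing minigene plus DsRed2, 600 cells/well, 48 h compound exposure at 37C. Laser-scanning cytometry; analysed as GFP (500-530 nm)/RFP (575-640 nm) total intensity ratio; 0.5% DMSO vehicle.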
An asterisk follows results filed as active; ? = inconclusive; . = no result given; & = joins results of further samples; [ ] = remark or other dose. Unless noted, calls come from the whole dose curve; as a rule, active = well fitted curve in the direction sought with a large enough effect; inconclusive = small, poorly fitted or top-dose-only effect, or another doubt; inactive = no such curve, though single readings can be large; an effect the other way counts as inactive or inconclusive.

SMILES	HttQ103 aggreg	GAA inh	GAA glycogen	HTT cytoprotect	GAA spleen mod	CBFb-RUNX1 inh	LMNA splice mod
C=CCN(Cc1nc(-c2cc(OC)ccc2OC)oc1C)C1CCS(=O)(=O)C1 (stereo not drawn)	-4.0%[9.22 µM]	?	3.2%	-2.1%[10 µM]	1.8%	-2.1%	18.4%[46 µM]
FC(F)Oc1ccccc1C1CC(c2ccc(Br)s2)Nc2ncnn21 (stereo not drawn)	11.2%	?	-3.1%	-17.5%	1.3%	-3.4%	-10.4%
Cc1nn(-c2ccccc2)nc1C(=O)Nc1ccc2[nH]ncc2c1	-3.6%[9.22 µM]	-30.1%	5.6%	-18.9%[10 µM]	5.0%	8.6%	14.7%[46 µM]
CCC1=NN2C(=N)/C(=C\c3cccn3-c3ccc(Br)cc3)C(=O)N=C2S1	12.6%	-3.7%	-7.0%	-14.9%	0.3%	-6.7%	.
O=C(CN1N=C(c2ccc(Cl)cc2)CCC1=O)NCCN1CCc2ccccc2C1	18.2%	0.8%	-0.6%	-6.5%[10 µM]	2.0%	-1.2%	-6.7%
c1coc(CNc2nc3nonc3nc2NCc2ccco2)c1	11.2µM*	-2.5%	2.3%	-10.3%[10 µM]	-5.5%	-25.5%	?
CCn1c(CNC(=O)C23CC4CC(CC(C4)C2)C3)nnc1SC	-10.6%	-3.9%	0.9%	-19.8%	.	-6.5%	6.2%[46 µM]
O=C(NCCN1CCOCC1)[C@H](Cc1ccccc1)N1C(=O)c2ccccc2C1=O	-12.2%	-5.0%	2.3%	18.5%	4.7%	5.1%	-2.9%
CC(C)Cc1nc2sc3c(=O)[nH]cnc3c2c2c1CCC2	-18.5%	-8.7%	11.5%	7.6%[10 µM]	2.9%	-5.6%	-11.1%
CCOc1ccc(C(=O)c2nc3c(n2O)CCCCC3)cc1	7.0%	-7.1%	4.5%	10.7%[10 µM]	1.9%	-4.3%	?
Cc1ccc(/C=N/n2c(-c3ccc(Cl)cc3)n[nH]c2=S)o1	13.5%[9.22 µM]	.	-1.7%	7.7%[10 µM]	1.3%	0.1%	.
Cc1ccc(OCc2nnc(SCC(=O)O)n2N)cc1	24.8%	-10.5%	5.0%	-9.7%	-2.2%	-2.2%	-0.6%
O=C(C1CCCN(Cc2nc(-c3cccs3)no2)C1)N1CCOCC1 (stereo not drawn)	-3.3%[9.22 µM]	-5.4%	10.2%	7.2%[10 µM]	-0.9%	8.0%	3.0%[46 µM]
COc1cc(/C=N/NC(=O)CNc2n[nH]c(=O)[nH]c2=O)ccc1O	4.8%	-1.7%	?	-9.2%[10 µM]	-8.8%	11.6%	-12.2%
CCN(CC)CCc1nc(-c2ccccc2)no1	-3.5%[20.6 µM]	.	.	?	6.2%[29.1 µM]	-11.6%[21.7 µM]	?
Cc1ccc(/C(=N\O)c2oc3c(C)c4oc(=O)cc(C)c4cc3c2C)cc1	?	1.7%	-8.3%	9.0%[10 µM]	-0.9%	-1.2%	?
O=C(Cn1c(NCCCO)nc2ccccc21)c1ccco1	-2.4%	1.9%	4.3%	5.6%	-0.4%	9.0%	0.6%
Cc1nn(-c2ccccc2)c(Cl)c1/C=C(\CC(=O)O)c1nc2ccccc2s1	13.5%	-5.5%	-8.4%	-16.5%	-7.1%	0.8%	5.3%
CCOC(=O)C1CSC(CC(=O)Nc2ccc(OC(F)(F)F)cc2)C(=O)N1 (stereo not drawn)	-29.8%[9.22 µM]	0.7%	7.8%	-14.4%[10 µM]	8.0%	4.5%	6.5%[46 µM]
O=C(C[n+]1cccc2ccccc21)c1ccccc1	-14.2%	-0.5%	-6.3%	7.1%[10 µM]	3.4%	-2.7%	-3.1%
O=C(c1ccc(CS(=O)(=O)Cc2ccc(Cl)cc2)o1)N1CCCC1	7.8%	-2.1%	-8.3%	-6.1%[0.074 µM]	1.5%	1.7%	?
COC(=O)COc1ccc(-c2nn(C)c(=O)c3ccccc23)cc1	6.0%	-23.6%	-10.7%	-14.9%	-3.8%	9.4%	9.1%
COCCOC(=O)/C(=C\c1cc(C(C)(C)C)c(O)c(C(C)(C)C)c1)C(C)=O	-11.7%[9.22 µM]	.	-14.1%	-4.4%[10 µM]	-2.4%	0.6%	.
Cc1ccc([N+](=O)[O-])cc1N/C=C1\CCCCC1=O	?	5.8%	?	-73.3%[inhibitor]	-5.9%	-6.6%	.
C/C=C/c1ccc(O)c(OC)c1	-15.0%	.	.	-24.8%&-48.4%	2.8%	2.5%[21.7 µM]	-11.9%

Quoted from the listing.
Value of CCN(CC)CCc1nc(-c2ccccc2)no1 in GAA spleen mod: 6.2%[29.1 µM]
Value of Cc1nn(-c2ccccc2)c(Cl)c1/C=C(\CC(=O)O)c1nc2ccccc2s1 in GAA spleen mod: -7.1%
Value of c1coc(CNc2nc3nonc3nc2NCc2ccco2)c1 in GAA spleen mod: -5.5%
Value of CCC1=NN2C(=N)/C(=C\c3cccn3-c3ccc(Br)cc3)C(=O)N=C2S1 in HTT cytoprotect: -14.9%
Value of Cc1nn(-c2ccccc2)nc1C(=O)Nc1ccc2[nH]ncc2c1 in GAA spleen mod: 5.0%

The main list resumes; the six compounds before the break are reprinted first.
SMILES	HttQ103 aggreg	GAA inh	GAA glycogen	HTT cytoprotect	GAA spleen mod	CBFb-RUNX1 inh	LMNA splice mod
O=C(C[n+]1cccc2ccccc21)c1ccccc1	-14.2%	-0.5%	-6.3%	7.1%[10 µM]	3.4%	-2.7%	-3.1%
O=C(c1ccc(CS(=O)(=O)Cc2ccc(Cl)cc2)o1)N1CCCC1	7.8%	-2.1%	-8.3%	-6.1%[0.074 µM]	1.5%	1.7%	?
COC(=O)COc1ccc(-c2nn(C)c(=O)c3ccccc23)cc1	6.0%	-23.6%	-10.7%	-14.9%	-3.8%	9.4%	9.1%
COCCOC(=O)/C(=C\c1cc(C(C)(C)C)c(O)c(C(C)(C)C)c1)C(C)=O	-11.7%[9.22 µM]	.	-14.1%	-4.4%[10 µM]	-2.4%	0.6%	.
Cc1ccc([N+](=O)[O-])cc1N/C=C1\CCCCC1=O	?	5.8%	?	-73.3%[inhibitor]	-5.9%	-6.6%	.
C/C=C/c1ccc(O)c(OC)c1	-15.0%	.	.	-24.8%&-48.4%	2.8%	2.5%[21.7 µM]	-11.9%
CCOc1ccccc1OCc1nn2c(COc3ccccc3)nnc2s1	14.1%	2.4%	-6.5%	-2.8%	-7.9%	4.9%	-2.6%
c1ccc2c(c1)CCN2CCN1CCc2ccccc21	8.2%	2.0%	-5.4%	-12.8%	-0.3%	-24.0%	1.1%
CCCCC(=O)N/N=C/c1ccc(-c2ccc([N+](=O)[O-])cc2)o1	-5.0%[9.22 µM]	-8.4%	-18.8%	5.6%[10 µM]	-11.3%	-4.1%	8.0%[46 µM]
CCc1c(C)nc2c(C)cccc2c1SCCC#N	-13.6%[9.22 µM]	7.6%	-10.4%	9.3%[10 µM]	0.9%	18.3%	.
CCn1c(CSc2nc3ccccc3s2)nnc1SCC(=O)c1ccc2c(c1)OCCO2	-18.9%	-11.2%	-4.8%	-21.0%	0.0%	-19.1%	?
Cc1ccc(-n2ncc3c(SCC(=O)Nc4cc(C)on4)ncnc32)c(C)c1	-0.8%	-2.8%	1.3%	-24.6%	.	-14.2%	16.8%[46 µM]
NC(=O)C1CCN(C(c2ccccc2Cl)c2nnnn2Cc2ccc3c(c2)OCO3)CC1 (stereo not drawn)	15.9%	-3.6%	2.7%	-22.8%[10 µM]	-4.9%	-2.3%	15.3%
Cc1cc(C(=O)OCC(=O)Nc2ccc(F)c(F)c2F)c(C)o1	8.7%	7.5%	4.8%	24.7%	-1.1%	-5.1%	12.4%[46 µM]
Cc1nnc(N/N=C/c2cccc(OCc3ccc(Cl)c(Cl)c3)c2)n1N	-15.1%	-14.0%	?	-12.5%[10 µM]	-2.1%	-14.2%	?
O=C(O)COn1c(-c2ccccc2)nc2ccc(Cl)cc21	?	?	-2.5%	-153.6%[inhibitor]	11.4%	4.5%	3.2%[46 µM]
CC1=NN(C(=O)c2ccc(Cn3nc(C)c([N+](=O)[O-])c3C)cc2)C(O)(C(F)(F)F)C1 (stereo not drawn)	-28.3%	?	-2.9%	6.6%	-3.6%	-4.0%	-1.6%
c1nc(N2CCNCC2)c2cc(-c3ccoc3)ccc2n1	.	.	.	28.1%	3.0%	.	17.7%
Cc1ccc(S(=O)(=O)NCC(=O)N2CCC(C)CC2)cc1	10.0%	1.1%	7.5%	5.6%	4.2%	0.7%	5.7%
CCN(CC)S(=O)(=O)N1CCC(C(=O)NC(C)CCc2ccccc2)CC1 (stereo not drawn)	1.7%	-7.3%	2.2%	-5.7%[0.074 µM]	-8.2%	3.2%	21.0%
COCCCNC(=O)CCn1c(=O)c2ccccc2n(CC(=O)NCCc2ccc(OC)c(OC)c2)c1=O	-7.1%	-4.0%	4.6%	-18.4%	-0.9%	-5.8%	8.3%[46 µM]
O=c1c2oc3ccccc3c2ncn1Cc1cccc(Cl)c1	-12.6%	-6.7%	3.6%	?	4.2%	5.8%	.
COc1ccc(OC)c(NC(=O)COC(=O)c2ccc(-n3cnnn3)cc2)c1	-7.1%	1.7%	17.0%	-1.8%	2.0%	-6.0%	5.4%
COC(=O)c1ccc(Oc2c(Cl)cccc2[N+](=O)[O-])cc1	-8.9%	0.2%	-9.3%	1.5%[10 µM]	3.2%	-9.7%	-2.8%
CC(=O)N1CCc2cc(S(=O)(=O)NC(CC(C)C)C(=O)Nc3ccc4c(c3)OCCO4)ccc21 (stereo not drawn)	29.0%	-3.7%	0.5%	-7.0%	-13.8%	-1.6%	-3.3%
Cc1ccc(NC(=O)Cn2c(=O)c(C)nc3ccccc32)cc1	-11.9%	-2.8%	-0.9%	?	-3.0%	2.9%	.
Cc1ccc(OCCn2c(CCCO)nc3ccccc32)cc1	0.8%	-7.2%	-11.3%	-15.6%[10 µM]	-7.5%	0.0%	?
C=CCOc1c(Br)cc(/C=N/NC(=O)Cc2ccc(C(F)(F)F)cc2[N+](=O)[O-])cc1OC	8.8%	-3.0%	10.6%	-1.0%[10 µM]	-4.1%	-2.2%	-10.0%
